RAD54 inh – blocks human RAD54 Holliday junction branch migration; FAM/BHQ fluorescence; Q92698; inhibition, % at 10.4 µM; 360,000 tested, 0.14% active;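 active means mean normalized replicate activity at least 40 and at least half of replicates scoring 40 or more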;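 further: 0% = median of neutral control wells and 100% = median of positive control wells; inhibitors cause a drop in the FAM fluorescence signal; in these data hits start at about 50%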
Target sequence (Q92698 whole entry, looked up): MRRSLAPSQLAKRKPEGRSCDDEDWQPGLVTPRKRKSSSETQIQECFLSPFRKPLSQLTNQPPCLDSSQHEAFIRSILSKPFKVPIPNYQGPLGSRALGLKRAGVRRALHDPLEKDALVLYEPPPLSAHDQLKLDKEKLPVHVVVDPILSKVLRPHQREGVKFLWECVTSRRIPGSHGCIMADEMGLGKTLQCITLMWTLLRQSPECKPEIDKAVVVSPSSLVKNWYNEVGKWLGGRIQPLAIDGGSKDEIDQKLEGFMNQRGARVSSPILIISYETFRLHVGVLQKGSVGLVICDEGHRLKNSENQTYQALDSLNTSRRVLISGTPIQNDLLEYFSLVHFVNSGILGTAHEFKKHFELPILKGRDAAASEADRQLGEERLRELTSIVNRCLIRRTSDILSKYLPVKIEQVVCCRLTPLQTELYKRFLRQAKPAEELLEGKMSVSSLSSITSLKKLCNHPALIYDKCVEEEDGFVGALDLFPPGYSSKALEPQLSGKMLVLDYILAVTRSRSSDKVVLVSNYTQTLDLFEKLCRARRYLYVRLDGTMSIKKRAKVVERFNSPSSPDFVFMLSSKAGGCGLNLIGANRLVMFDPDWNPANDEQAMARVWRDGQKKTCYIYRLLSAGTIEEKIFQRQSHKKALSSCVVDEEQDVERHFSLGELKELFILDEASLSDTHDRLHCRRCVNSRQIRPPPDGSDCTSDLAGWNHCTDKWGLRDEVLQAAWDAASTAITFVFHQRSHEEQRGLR
esBAF inh – SWI/SNF esBAF complex inhibition | 350,000 tested, 2% active | mouse ES cells, Bmi1-luciferase knock-in reporter, 24 h; 100% = twice the neutral-well signal | reporter increase, % at 12.5 µM; in the data active means activation above about 40%;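 further: 0% = median of the plate's neutral control wells and 100% = double that signal; a rise in the Bmi1 reporter signal indicates esBAF inhibition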
An asterisk follows results filed as active. Only part of the results is shown (hit frequency here may not be typical).

SMILES	RAD54 inh	esBAF inh
Cc1cccc2cc(CN(CC3CCCO3)C(=O)c3cnccn3)c(=O)[nH]c12 (centres undefined)	5	-10
CCSc1nsc(SCC)c1C(N)=O	-5	10
COC(=O)c1c(-n2cnnn2)sc(C)c1C	0	-3
Cc1ccc(C)n1-c1sc2c(c1C#N)CCC(C)C2 (centres undefined)	-5	1
O=C(CC1(O)C(=O)N(CCc2ccccc2)c2ccccc21)c1ccco1 (centres undefined)	-7	2
C=CCC(NCc1ccco1)c1ccc(OC)c(OC)c1 (centres undefined)	2	0
O=C(c1ccccc1-c1nc2ccccc2[nH]1)N1CCCCC1	-5	6
COc1ccc(C[C@H]2CN3C(=NC[C@@H]3Cc3ccc(O)cc3)N2C[C@H](C)NC(=O)c2ccc(C)c(Br)c2)cc1	1	-8
Cc1ccc(C(=O)Nc2nccc(-c3cccs3)n2)cc1	-3	10
CC(C)(C)N(C=C(Cl)Cl)C(=O)NC1CCCCC1	-11	0
c1ccc2c(c1)NC1(CCCCCC1)n1c-2nc2ccccc21	2	46*
CC(C)(C)C(=O)N1CCC(O)(CS(=O)(=O)Cc2ccc(Cl)cc2)CC1	13	-4
Cc1ccc(N=Cc2c(O)n(C)c(=O)n(C)c2=O)nc1	-5	6
Cn1cccc1-c1nc2ccc(NC(=O)c3ccccc3)cc2[nH]1	1	30
O=C(CSC1=NCCS1)Nc1ccc(S(=O)(=O)N2CCCCCC2)cc1	4	-6
COc1ccccc1CNC(=O)CNCC1CCCO1 (centres undefined)	-1	2
COc1ccc(OC)c(-c2cc(C(=O)N3CCN(c4ncccn4)CC3)c3ccccc3n2)c1	14	-9
CC(=O)Nc1ccc(OCC(=O)NC(C)C(C)C)cc1 (centres undefined)	-2	-7
O=C(C1CCN(S(=O)(=O)N2CCOCC2)CC1)N1CCN(Cc2ccccc2)CC1	-8	0
Cc1nc2ccccn2c1C(=O)N/N=C/c1cc(C)n(-c2ccc(Br)cc2)c1C	-5	-2
CC(C)CC(c1nnnn1C(C)C)N1CCN(c2ccccc2)CC1 (centres undefined)	-1	0
COc1ccc(NC(=O)c2cccc(NC(=O)c3ccco3)c2)c(OC)c1	3	-4
C=CCc1c(C)nc(SCc2nc3ccccc3c(=O)[nH]2)[nH]c1=O	-3	-8
Cc1[nH]ccc(=O)c1OCc1c(Cl)cccc1Cl	2	-2
COc1ccc2c(c1)C1C=CCC1C(c1cc3c(cc1Br)OCO3)N2 (centres undefined)	-1	-4
COCc1cc(C)nc(OCC(=O)N/N=C/c2cccc(OC)c2)c1C#N	-1	-2
Cn1c(=O)c2c(nc(N3CCCCCC3)n2CC(O)COc2ccccc2)n(C)c1=O (centres undefined)	-2	-8
CN1CCN(C(=O)c2ccc(C3SCC(=O)N3Cc3ccco3)cc2)CC1 (centres undefined)	-10	-3
CCOC(=O)N1CCN(Cc2cc(=O)oc3cc4c(cc23)CCC4)CC1	0	4
CCOC(=O)c1c(C)c(C(=O)NCCN2CCOCC2)c(C)n1CC	-10	2
CCCCCCCOc1ccc(OC(=O)c2cccnc2)cc1	3	20
COc1cccc(C(=O)N(Cc2ccc(N(C)C)cc2)C2CCS(=O)(=O)C2)c1 (centres undefined)	12	2
O=C(CN1C(=O)CSC1=O)Nc1ccc(C(=O)O)cc1	-6	-5
Cc1onc(-c2c(F)cccc2Cl)c1C(=O)Nc1nc2ccccc2[nH]1	-13	18
COCCn1c(=O)[nH]c2cc(C(=O)NCCN3CCN(c4ccccc4F)CC3)ccc2c1=O	-1	-6
Cc1[nH]n(-c2cccc(Cl)c2)c(=O)c1/C=N/n1c(C)nc2ccccc2c1=O	-10	4
N#CC1=C2SCN(Cc3ccco3)CN2C(=O)CC1c1ccccc1F (centres undefined)	-2	-4
CCc1ccccc1NC(=O)N1C2CCCC1CC(NC(C)=O)C2 (centres undefined)	-4	-6
COC(=O)CSc1ncnc2c1cnn2Cc1ccccc1	4	9
O=[N+]([O-])c1cccc(/C=C/c2nc3ccc([N+](=O)[O-])cc3[nH]2)c1	4	39
CCN1CCC(=NNC(=O)c2ccco2)CC1	4	6
c1ccn(-c2ccc(N3CCOCC3)cc2)c1	3	13
O=C(O)CN1CCN(Cc2ccccc2Cl)C1=O	-10	4
CC(=O)N1CCc2cc(S(=O)(=O)NCCN3CCC(C)CC3)ccc21	-4	-8
Cc1cc(OCCN2CC(C)OC(C)C2)ccc1[N+](=O)[O-] (centres undefined)	0	7
COc1ccc(S(=O)(=O)N(C)CC(=O)N2CCN(C)CC2)cc1C	-2	-8
Cn1c(CNC(=O)c2ccco2)nnc1SCC(=O)N1c2ccccc2Sc2ccccc21	-4	8
CC(C)(C)P(=O)(CO)c1ccccc1 (centres undefined)	-5	-4
COc1ccc(OCC(O)CNC(=O)c2ccccc2C(=O)O)cc1 (centres undefined)	3	-3
COc1ccc(N(C)C(=O)CC2(CC(=O)O)CCCCC2)cc1	4	1

Next section:
SMILES	RAD54 inh	esBAF inh
Cc1occc1C(=O)Nc1cc(=O)n(C)c(=O)n1C	-3	-11
CCOC(=O)CCSc1nnc(-c2cccnc2)n1-c1ccccc1OC	-2	0
N#Cc1cc2c(nc1SCC(=O)Nc1sc3c(c1C#N)CCC3)CCCCC2	-2	17
CCn1nnnc1-c1ccc(OC)c(S(=O)(=O)NCCc2ccccc2)c1	0	-12
Cc1c(Cl)cccc1NC(=O)CN1CCC(NC(=O)C2CCCCC2)CC1	2	9
CN(C)c1cccc(NC(=O)CCc2ccccc2)c1	0	5
Cc1cc(C)nc(SCc2nnc(SCC(=O)Nc3nccs3)n2Cc2ccco2)n1	-13	8
O=C(Nc1ccc(Cl)c(C(F)(F)F)c1)N1CCCC(O)C1 (centres undefined)	-6	5
COc1cc(OC)c(C2SCCN2S(=O)(=O)c2ccc(F)cc2)cc1OC (centres undefined)	1	-5
O=C(CCN1C(=O)c2ccccc2C1=O)Nc1cccc(S(=O)(=O)N2CCCCC2)c1	8	-4
Cn1c(Cn2cnc3ccccc32)nc2ccccc21	8	-2
O=C(NC1CCCC1)C(c1cccs1)N(CC1CCCO1)C(=O)Cc1cccs1 (centres undefined)	-4	0
CCCCC1(Cc2ccc(OC)c([N+](=O)[O-])c2)C(=O)N(c2ccccc2)N(c2ccccc2)C1=O	4	-14
C=CCn1c(SCC(C)=O)nnc1-c1cc(-c2ccccc2)sc1N	-3	-1
Cc1nn(-c2ccccc2)c2c1C1(C(=O)N(C(C)C)c3ccccc31)C(C#N)=C(N)O2 (centres undefined)	2	-10
COc1ccc2ccccc2c1CN1CCN(Cc2ccccc2)CC1	10	-3
COC(=O)/C=c1/s/c(=C(\C#N)C(=O)NCc2ccco2)n(-c2ccccc2)c1=O	-17	8
CCN(CC)C(=O)c1sc(NC(=O)Cc2ccc(OC)cc2)c(C#N)c1C	9	-18
COC(=O)C1=C(Nc2ccc(OC)cc2)C=C(C)C(C(=O)OC)C1c1ccc(C)cc1 (centres undefined)	-2	5
O=C(c1ccc2c(c1)OCO2)N(c1ccc(Cl)cc1)C1C=CS(=O)(=O)C1 (centres undefined)	3	0
CCc1ccc(OCC(=O)N(C)C)c(Br)c1	-2	0
O=C(NNS(=O)(=O)c1ccc(F)cc1)c1ccc([N+](=O)[O-])cc1	5	-4
COC(=O)c1ccc(NC(=O)c2cccc(OC)c2)cc1	-21	47*
COc1ccc(OCC(=O)N2CCN(C(=O)c3ccccc3)CC2)cc1	11	-2
CCOC(=O)c1ccccc1NC(=O)CN(c1cccc(OC)c1)S(C)(=O)=O	-3	-2
COC(=O)c1cn[nH]c1N	7	-7
CCn1c(COc2ccc(Cl)cc2)nnc1SCC(=O)Nc1ccc2c(c1)OCO2	8	-4
CC[C@H](C)C1OC(=O)[C@@H](C)[C@@H](CC)NC(=O)[C@H](C)N(C)C(=O)C(C)(C)C(=O)C(C)NC(=O)[C@H](Cc2ccc(OC)cc2)N(C)C(=O)[C@H](C(C)C)N(C)C(=O)CNC(=O)[C@H](CC(C)C)N(C)C(=O)CNC1=O (some centres undefined)	1	-42
O=C(COC(=O)CCNS(=O)(=O)c1cccc(C(F)(F)F)c1)NC(=O)NC1CCCCC1	-4	-5
COC(=O)c1ccc(NC(=O)CN2CCN(c3ccc(Cl)cc3)CC2)cc1	0	-6
COCCn1c(COC)nc2ccccc21	-4	-8
CC(C)Oc1ccc2ccccc2c1C=O	-2	7
Cc1cc(C)c2ccc(N)nc2c1O	11	-3
CN1C(=S)SC(/[N+]([O-])=C/c2cccnc2)C1(C)C (centres undefined)	-3	1
O=C(NCC1CCCO1)c1nn2c(c1Cl)NC(c1ccc(F)cc1)CC2C(F)(F)F (centres undefined)	1	3
CNC(=O)c1ccccc1F	-9	-8
Cc1cc(C)nc(NN2C(=O)/C(=C/c3ccccc3)SC2=S)n1	9	-2
Cc1cc(C(F)F)n2nc(C(=O)Nc3ccc(S(=O)(=O)N4CCCCCC4)cc3)nc2n1	7	3
CCS(=O)(=O)n1nc(-c2ccccc2)nc1NCc1ccco1	-12	3
Cc1ccccc1NC(C)C(=O)N/N=C/c1ccccc1OCc1cccc(Br)c1 (centres undefined)	6	7
CCC(c1nnnn1CCc1ccccc1)N1CCN(c2ccc(OC)cc2)CC1 (centres undefined)	-6	9
Cc1ccc2nc3n(c(=O)c2c1)CCCCC3	0	31
CCCCn1nnnc1SCC(=O)c1cc(Cl)ccc1OC	1	-2
O=C(Nc1cccnc1)c1cccnc1Cl	-7	6
Cc1nn(-c2cc(N3CCCCCC3)ccc2[N+](=O)[O-])c(=O)c2ccccc12	10	1
COc1ccc(-c2nnc(SCc3c(C)noc3C)n2N)cc1OC	6	3
CCOCCCN(C(=O)c1ccco1)C(C(=O)NC1CCCC1)c1cccc(OC)c1OC (centres undefined)	4	-7
O=C(COC(=O)c1cccc(NC(=O)c2ccco2)c1)c1ccc(Br)cc1	5	21
COc1ccc(CN2CCCCC2C)c(C)c1C (centres undefined)	-9	-5
COc1ccc(-c2nn3c(-c4ccc(F)cc4)nnc3s2)cc1	-4	13

Additional results follow.
SMILES	RAD54 inh	esBAF inh
COc1cccc(N/C(C)=C/C(=O)c2ccc(Br)cc2)c1	-14	16
O=C(CSCc1ccc(Br)cc1)N1CCOCC1	-2	20
Cc1nnsc1C(=O)NNS(=O)(=O)c1ccccc1	5	-3
O=C(Nc1cccn2ncnc12)c1ccccc1	-12	-4
N#CCCn1c(SCC(=O)NCc2ccco2)nc2ccccc21	-11	-6
CC(NC(=O)c1ccco1)C(=O)Nc1nc(-c2ccccn2)cs1 (centres undefined)	-11	-12
Cc1nn(C(=O)c2cccnc2)c(C)c1Sc1ccc(Br)cc1	0	8
O=C(CSc1nnc2scc(-c3ccccc3)n12)NCC1CCCO1 (centres undefined)	4	-2
O=S(=O)(NCCc1ccccn1)c1ccc(F)c(F)c1	-12	-5
O=C(N[C@H]1C/C=C\C[C@@H](CC(=O)N(CCO)Cc2ccccc2)C(=O)N2CCC[C@@H]2COC1=O)OCC1c2ccccc2-c2ccccc21	2	-14
Cc1ccccc1OCC(=O)N/N=C/c1ccc2c(c1)OCCO2	-6	32
CC(C)c1nc2ccc(NC(=O)C3CCCCC3)cc2[nH]1	-14	6
COc1nc(OC)nc(N2CCC(C(=O)NCc3cccs3)CC2)n1	-2	-2
CCCCCn1c(SCCc2ccccc2)nc2c1c(=O)[nH]c(=O)n2C	2	-3

Three structures from above, arranged by SMILES length, largest number first:
SMILES	RAD54 inh	esBAF inh
O=C(N[C@H]1C/C=C\C[C@@H](CC(=O)N(CCO)Cc2ccccc2)C(=O)N2CCC[C@@H]2COC1=O)OCC1c2ccccc2-c2ccccc21	2	-14
CCCCCn1c(SCCc2ccccc2)nc2c1c(=O)[nH]c(=O)n2C	2	-3
COc1nc(OC)nc(N2CCC(C(=O)NCc3cccs3)CC2)n1	-2	-2

Entries above with an aryl thioether with sulfur outside any ring:
SMILES	RAD54 inh	esBAF inh
CCSc1nsc(SCC)c1C(N)=O	-5	10
C=CCc1c(C)nc(SCc2nc3ccccc3c(=O)[nH]2)[nH]c1=O	-3	-8
COC(=O)CSc1ncnc2c1cnn2Cc1ccccc1	4	9
Cn1c(CNC(=O)c2ccco2)nnc1SCC(=O)N1c2ccccc2Sc2ccccc21	-4	8
CCOC(=O)CCSc1nnc(-c2cccnc2)n1-c1ccccc1OC	-2	0
N#Cc1cc2c(nc1SCC(=O)Nc1sc3c(c1C#N)CCC3)CCCCC2	-2	17
Cc1cc(C)nc(SCc2nnc(SCC(=O)Nc3nccs3)n2Cc2ccco2)n1	-13	8
C=CCn1c(SCC(C)=O)nnc1-c1cc(-c2ccccc2)sc1N	-3	-1
CCn1c(COc2ccc(Cl)cc2)nnc1SCC(=O)Nc1ccc2c(c1)OCO2	8	-4
CCCCn1nnnc1SCC(=O)c1cc(Cl)ccc1OC	1	-2
COc1ccc(-c2nnc(SCc3c(C)noc3C)n2N)cc1OC	6	3
N#CCCn1c(SCC(=O)NCc2ccco2)nc2ccccc21	-11	-6
Cc1nn(C(=O)c2cccnc2)c(C)c1Sc1ccc(Br)cc1	0	8
O=C(CSc1nnc2scc(-c3ccccc3)n12)NCC1CCCO1 (centres undefined)	4	-2
CCCCCn1c(SCCc2ccccc2)nc2c1c(=O)[nH]c(=O)n2C	2	-3
